Bioassay records: PubChem, Sanford-Burnham Center for Chemical Genomics
CHOP UPR activ – activators of apoptotic arm of unfolded protein response (CHOP) | CHO-CHOP luciferase reporter, UPR activation, luminescence; percent of tunicamycin response over DMSO baseline | activation, % at 10 µM | hit rate 0.34% among 330,000;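 active = at 10 µM dose, activation of 40% or more, normalized to positive control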;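 note: 100% = tunicamycin at 10 µg/mL and 0% = DMSO alone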
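Test system: CHO CHOP reporter cells. Input: 500 CHO-CHOP cells per well. Medium: F12 with 10% FBS. Technique: luciferase luminescence. Measure: percent activation relative to tunicamycin control. Dosing: 10 µM compound, 0.5% DMSO. Timing: 16-18 h cell attachment, then 6 h compound exposure, 37 °C.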
XBP1 UPR activ – activators of adaptive arm of unfolded protein response (XBP1) | CHO-XBP1 luciferase reporter, IRE1-XBP1 UPR activation, luminescence; percent of tunicamycin response, DMSO as zero | activation, % at 20 µM | hit rate 0.33% among 330,000;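 active = versus positive control, 20 µM dose yields 30% or more activation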;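 note: 100% = tunicamycin at 10 µg/mL and 0% = DMSO only wells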
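Material: IRE1-XBP1 luciferase reporter CHO line / Quantity: one thousand reporter cells per well / Buffer or medium: F12 with 10% serum / Compound: 20 µM single concentration, DMSO 1% / Times: 6 h treatment, 37 °C / Detection: Steady-Glo luciferase glow luminescence, 10 min after reagent addition / Benchmarks: tunicamycin high, DMSO low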
697 NFkB inh – inhibitors of the PMA/ionomycin-induced NF-kB reporter in 697 B cells; hit rate 0.33% among 330,000; inhibition, % at 4 µM; 697 B-cell NF-kB luciferase reporter, 16 h; AID 435022; in the data active = inhibition above about 35%
Mdm2 MdmX PPI – human Mdm2/MdmX binding inhibition | O15151+Q00987 | SaOS-2 split-luciferase Mdm2/MdmX complementation, luminescence | inhibition, % at 8 µM | hit rate 3% among 330,000;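 active = inhibition of at least 50% at 8 µM in the primary screen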
Target sequence (O15151 whole entry, looked up): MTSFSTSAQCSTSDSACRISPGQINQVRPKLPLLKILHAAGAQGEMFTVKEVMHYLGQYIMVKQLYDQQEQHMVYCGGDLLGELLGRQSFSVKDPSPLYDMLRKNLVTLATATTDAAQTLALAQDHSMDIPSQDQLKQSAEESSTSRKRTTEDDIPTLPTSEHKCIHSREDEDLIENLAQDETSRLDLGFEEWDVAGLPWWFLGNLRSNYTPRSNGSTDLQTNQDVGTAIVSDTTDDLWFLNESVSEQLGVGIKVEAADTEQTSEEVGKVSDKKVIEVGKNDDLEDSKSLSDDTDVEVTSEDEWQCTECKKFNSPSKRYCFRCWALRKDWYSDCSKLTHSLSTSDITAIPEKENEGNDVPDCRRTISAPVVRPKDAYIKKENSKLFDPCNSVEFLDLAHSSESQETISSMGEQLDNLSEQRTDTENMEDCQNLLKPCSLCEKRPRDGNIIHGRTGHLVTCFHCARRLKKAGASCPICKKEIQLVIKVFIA
Target sequence (Q00987 whole entry, looked up): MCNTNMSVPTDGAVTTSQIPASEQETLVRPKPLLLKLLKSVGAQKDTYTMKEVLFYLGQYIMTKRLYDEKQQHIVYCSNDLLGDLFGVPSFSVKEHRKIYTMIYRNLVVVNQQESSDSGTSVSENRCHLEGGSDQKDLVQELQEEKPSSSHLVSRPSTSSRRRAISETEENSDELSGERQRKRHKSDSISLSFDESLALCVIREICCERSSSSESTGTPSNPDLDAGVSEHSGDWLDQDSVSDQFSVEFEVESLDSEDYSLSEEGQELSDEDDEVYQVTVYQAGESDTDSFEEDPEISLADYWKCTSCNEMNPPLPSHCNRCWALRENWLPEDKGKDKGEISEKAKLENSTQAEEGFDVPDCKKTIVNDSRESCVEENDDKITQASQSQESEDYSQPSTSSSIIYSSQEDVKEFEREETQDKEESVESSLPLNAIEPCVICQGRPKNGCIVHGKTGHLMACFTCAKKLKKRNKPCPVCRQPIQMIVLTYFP
Jurkat NFkB inh – lowers PMA/ionomycin-induced NF-kB signal in Jurkat cells. PMA/ionomycin-induced NF-kB luciferase reporter, luminescence. inhibition, % at 4 µM. hit rate 0.53% among 330,000; in the data active = inhibition above about 50%
tim23-1 inh – inhibits growth of tim23-1 mutant yeast | hit rate 1.3% among 330,000 | inhibition, % at 20 µM | AID 463212 | S. cerevisiae tim23-1 growth, BacTiter-Glo luminescence, 24 h;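 active = growth inhibition of the mutant yeast at or above 50%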;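 note: temperature-sensitive mutant grown at 25 °C; plate controls were DMSO-treated mutant yeast for no effect and medium wells lacking yeast for full effect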
TIM10 inh – TIM10 yeast growth inhibition; S. cerevisiae TIM10 strain growth, BacTiter-Glo luminescence, 24 h; inhibition, % at 10 µM; hit rate 1.4% among 330,000; AID 463195;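 active = inhibition of 40% or more at the single tested concentration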;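 note: wild-type TIM10 isogenic control strain grown at permissive 25 °C; 0% = DMSO yeast wells and 100% = minimal medium wells without yeast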
tim10-1 inh – tim10-1 yeast growth inhibition; S. cerevisiae tim10-1 ts strain growth, BacTiter-Glo, 24 h; inhibition, % at 20 µM; hit rate 2.2% among 330,000;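 active = inhibition of at least 40%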;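 note: mutant grown at 25 °C; 0% = DMSO wells with yeast and 100% = wells holding no yeast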
* = called active by the depositor.

1) COc1ccc(-c2cc(C(=O)Nc3cccc(Cl)c3)no2)cc1
2) Cc1cc(O)c(/C=N/Nc2cccc(Cl)c2)c(=O)o1
3) CCOc1cc(/C=N/NC(=O)CSc2cccc3cccnc23)ccc1O
4) COc1ccccc1N1CCN(S(=O)(=O)CCNC(=O)c2ccc(Br)o2)CC1
5) COc1ccc(-c2noc(C3CCCN(C(=O)c4ccccc4OC)C3)n2)cc1OC (centres undefined)
6) COc1cc(OC)cc(C(=O)NNC(=O)Cc2ccc(OC)c(S(=O)(=O)N3CCOCC3)c2)c1
7) CC(C)(C)c1ccc(C(=O)NCCOc2ccccc2)cc1
8) O=C(CSc1nnc(NC(=O)c2ccco2)s1)Nc1ccc2c(c1)OCCO2

| assay / entry | 1 | 2 | 3 | 4 | 5 | 6 | 7 | 8 |
| --- | --- | --- | --- | --- | --- | --- | --- | --- |
| TIM10 inh | 2 | -7 | 12 | -8 | 13 | -4 | 9 | -38 |
| Jurkat NFkB inh | -113 | 10 | -13 | 2 | -6 | -7 | -112 | -6 |
| tim23-1 inh | 6 | 10 | 1 | 9 | 10 | -4 | 16 | 1 |
| tim10-1 inh | 7 | 31 | 24 | 11 | 21 | 2 | 1 | -16 |
| CHOP UPR activ | 2.5 | 2.0 | -1.0 | -0.1 | 1.3 | -0.4 | -4.3 | 1.1 |
| 697 NFkB inh | -43 | 16 | 11 | 4 | -15 | -18 | -325 | 12 |
| Mdm2 MdmX PPI | -43 | 8 | 20 | 17 | 6 | 9 | 43 | 10 |
| XBP1 UPR activ | 0 | -1 | 4 | -4 | 0 | -4 | -9 | 0 |

9) O=C1Nc2ccc(S(=O)(=O)NCc3ccccn3)c3cccc1c23
10) O=C(Nc1sc2c(c1C(=O)O)CCC2)C(=O)N1CCOCC1
11) C=CCNC(=O)c1onc(CSc2cccc3ccccc23)c1C(=O)O
12) COc1ccc(OC)c(CCNC(=O)CS(=O)(=O)Cc2nc(-c3ccccc3C)oc2C)c1
13) O=[N+]([O-])c1ccc(S(=O)(=O)N2CCN(c3ccc(N4CCOCC4)nn3)CC2)cc1
14) O=C(NCCCN1CCOCC1)c1cn(-c2ccccc2)nc1-c1cccs1
15) COC/C=C/C1=CC2=CC(=O)C(C)(OC(=O)c3cnc4ccccc4n3)C(=O)C2=CO1 (centres undefined)
16) O=C(CCNS(=O)(=O)c1cccc2nonc12)NCCc1ccc(Cl)cc1

| assay / entry | 9 | 10 | 11 | 12 | 13 | 14 | 15 | 16 |
| --- | --- | --- | --- | --- | --- | --- | --- | --- |
| TIM10 inh | -11 | -5 | 0 | 15 | -5 | 9 | 3 | -20 |
| Jurkat NFkB inh | -4 | -4 | 0 | -1 | -25 | -5 | 2 | -4 |
| tim23-1 inh | 6 | -6 | -6 | 32 | -6 | -5 | 1 | -14 |
| tim10-1 inh | 18 | -5 | 11 | 14 | 4 | 0 | 0 | 16 |
| CHOP UPR activ | -1.0 | 1.2 | -1.5 | -2.1 | 0.5 | -2.2 | -2.1 | -1.2 |
| 697 NFkB inh | -7 | -11 | -3 | 25 | 18 | -28 | -2 | -12 |
| Mdm2 MdmX PPI | -5 | 20 | 33 | -1 | 29 | 9 | 14 | 18 |
| XBP1 UPR activ | 0 | -2 | 0 | -1 | 0 | 1 | -1 | 1 |

4 entries picked at random from the list so far:
5) COc1ccc(-c2noc(C3CCCN(C(=O)c4ccccc4OC)C3)n2)cc1OC (centres undefined)
15) COC/C=C/C1=CC2=CC(=O)C(C)(OC(=O)c3cnc4ccccc4n3)C(=O)C2=CO1 (centres undefined)
6) COc1cc(OC)cc(C(=O)NNC(=O)Cc2ccc(OC)c(S(=O)(=O)N3CCOCC3)c2)c1
16) O=C(CCNS(=O)(=O)c1cccc2nonc12)NCCc1ccc(Cl)cc1

| assay / entry | 5 | 15 | 6 | 16 |
| --- | --- | --- | --- | --- |
| TIM10 inh | 13 | 3 | -4 | -20 |
| Jurkat NFkB inh | -6 | 2 | -7 | -4 |
| tim23-1 inh | 10 | 1 | -4 | -14 |
| tim10-1 inh | 21 | 0 | 2 | 16 |
| CHOP UPR activ | 1.3 | -2.1 | -0.4 | -1.2 |
| 697 NFkB inh | -15 | -2 | -18 | -12 |
| Mdm2 MdmX PPI | 6 | 14 | 9 | 18 |
| XBP1 UPR activ | 0 | -1 | -4 | 1 |

Continued:
17) CCOC(=O)c1ccc(CSc2nncn2N)o1
18) CCSC(=Nc1ccccc1)C1=C(O)COC1=O
19) Cc1noc(NS(=O)(=O)c2ccc(NC(=O)CC(C)C)cc2)c1C
20) COc1ccccc1NC(=S)N(Cc1ccco1)Cc1cc2ccc(C)c(C)c2[nH]c1=O
21) O=C(CN(C(=O)c1csnn1)c1ccccc1Cl)NCCc1ccccc1
22) CN1C2=NCCN2C(=O)c2ccccc21
23) O=C(Cn1c(SCC(=O)N2CCc3ccccc3C2)nc2ccccc21)NC1CCCC1
24) COCCNC(=S)N(c1ccccc1)C(C)C

| assay / entry | 17 | 18 | 19 | 20 | 21 | 22 | 23 | 24 |
| --- | --- | --- | --- | --- | --- | --- | --- | --- |
| TIM10 inh | -4 | 0 | -1 | 7 | 9 | 12 | 1 | 3 |
| Jurkat NFkB inh | -9 | 2 | -12 | 9 | 9 | 6 | -13 | -11 |
| tim23-1 inh | 25 | 5 | 17 | 33 | 12 | 7 | 16 | 14 |
| tim10-1 inh | 7 | 4 | 8 | 18 | -5 | 15 | 19 | 5 |
| CHOP UPR activ | 0.4 | 0.0 | 2.9 | 1.0 | 1.1 | -1.2 | -1.0 | -0.1 |
| 697 NFkB inh | -5 | 12 | -5 | -6 | 20 | 15 | 1 | 17 |
| Mdm2 MdmX PPI | 27 | 8 | 2 | 41 | -10 | 19 | 6 | 20 |
| XBP1 UPR activ | -2 | -3 | 3 | 14 | 1 | 0 | 1 | -3 |

25) CCCn1c(N)c(C(=O)CN(C)CC(=O)Nc2ccc(C)cc2)c(=O)[nH]c1=O
26) Cc1ccnc(NC(=O)c2sc3ccccc3c2Cl)c1
27) CCc1nnc(NC(=O)CCC(=O)N2CCN(C3c4ccccc4-c4ccccc43)CC2)s1
28) CCC(C)NC(=O)C1CCN(C(=O)COc2ccc3c4c(c(=O)oc3c2C)CCCC4)CC1 (centres undefined)
29) CCOC(=O)c1nc(NCc2cccc(OC)c2)c2ccccc2n1
30) O=C(CCc1ccccc1)Nc1nncs1
31) COc1ccc([C@H]2CC(=O)C=C(c3ccccc3OC)C2)cc1OC
32) CCOc1ccc(CN2CCN(Cc3cccc4nonc34)CC2CCO)cc1 (centres undefined)

| assay / entry | 25 | 26 | 27 | 28 | 29 | 30 | 31 | 32 |
| --- | --- | --- | --- | --- | --- | --- | --- | --- |
| TIM10 inh | 0 | 3 | 6 | 12 | 1 | 13 | 1 | 2 |
| Jurkat NFkB inh | 3 | -153 | 3 | -8 | 0 | -15 | 7 | 13 |
| tim23-1 inh | 3 | 17 | 8 | 4 | 9 | 2 | 24 | 1 |
| tim10-1 inh | 0 | 13 | 2 | -5 | 26 | -1 | -2 | 5 |
| CHOP UPR activ | -0.7 | -4.1 | -2.3 | -2.1 | -1.2 | 0.9 | -0.9 | -1.6 |
| 697 NFkB inh | -18 | -401 | 7 | 4 | -1 | 17 | -10 | 7 |
| Mdm2 MdmX PPI | 4 | 17 | 24 | 10 | 1 | -8 | 13 | 18 |
| XBP1 UPR activ | -2 | -4 | -2 | -3 | -4 | 2 | -1 | 2 |

33) CCC(=O)Nc1nc2ccc(S(C)(=O)=O)cc2s1
34) COc1cccc(OCCOCCNCCO)c1
35) COC(=O)C1CCN(C(c2ccc(OC)c(OC)c2)c2sc3nc(C)nn3c2O)CC1 (centres undefined)
36) Cc1c(C(=O)Nc2ccccn2)oc2ccc(Br)cc12
37) CC1=C(C(=O)Nc2ccccn2)C(c2ccc(Br)cc2)NC(=S)N1 (centres undefined)
38) CC(=O)Nc1ccc(-c2nnc(SCC(=O)Nc3ccc4c(c3)oc3ccccc34)n2C)cc1
39) CCc1ccc(/C=C2\C(=N)N3N=C(CC(=O)N4CCCCC4)SC3=NC2=O)cc1
40) CCc1ccc(-c2ccc3nnc(SC)n3n2)cc1

| assay / entry | 33 | 34 | 35 | 36 | 37 | 38 | 39 | 40 |
| --- | --- | --- | --- | --- | --- | --- | --- | --- |
| TIM10 inh | 9 | 1 | 2 | 14 | 9 | 6 | 13 | 17 |
| Jurkat NFkB inh | -5 | -13 | -20 | -154 | 0 | -24 | 7 | 6 |
| tim23-1 inh | 20 | -4 | -5 | 17 | 19 | 2 | 8 | 42 |
| tim10-1 inh | 2 | -1 | 1 | 2 | 6 | 25 | 3 | 56* |
| CHOP UPR activ | 0.0 | -2.8 | -2.7 | 3.3 | 5.0 | 2.0 | -2.2 | 1.4 |
| 697 NFkB inh | 5 | 17 | -4 | -119 | -33 | -81 | 12 | 13 |
| Mdm2 MdmX PPI | -21 | -16 | 12 | -106 | -46 | -5 | 4 | 26 |
| XBP1 UPR activ | 4 | -1 | 4 | 0 | 3 | 0 | 0 | 20 |

41) Cn1c(=O)n(CCCOc2ccc(Cl)cc2)c2ccccc21
42) O=c1c2ccccc2ncn1CCCSc1ccc(Cl)cc1
43) Cc1ccc(CCNC(=O)Cn2cccc2)cc1
44) N#CCCN1CCNCC1
45) CC(=O)NNC(=O)CCn1nnc(-c2ccc(Cl)cc2)n1
46) COc1ccc(C2(C)NC(=O)N(CC(=O)Nc3ccc4c(c3)CCC4)C2=O)cc1OC (centres undefined)
47) CCN(CC(=O)Nc1c(F)cccc1F)C(=O)c1n[nH]c2ccccc12
48) COc1ccccc1NC(=S)N1CCN(C(c2ccccc2)c2ccccc2)CC1
49) CCC(Sc1nc2ccncc2[nH]1)C(=O)Nc1cc(Cl)ccc1C (centres undefined)
50) NNC(=O)c1csc(COc2cc(Cl)cc(Cl)c2)n1
51) CC(C)(C(=O)N[C@H](CO)c1ccccc1)C(=O)N[C@H](CO)c1ccccc1

| assay / entry | 41 | 42 | 43 | 44 | 45 | 46 | 47 | 48 | 49 | 50 | 51 |
| --- | --- | --- | --- | --- | --- | --- | --- | --- | --- | --- | --- |
| TIM10 inh | 6 | 4 | -1 | -10 | -17 | 7 | 6 | 26 | -2 | 10 | -8 |
| Jurkat NFkB inh | -22 | 5 | -5 | 2 | 4 | -1 | 18 | -17 | 0 | 12 | -2 |
| tim23-1 inh | 25 | 19 | 8 | 16 | -3 | 12 | 6 | 37 | 6 | 32 | 1 |
| tim10-1 inh | 27 | 8 | 5 | 7 | 2 | 9 | -4 | 27 | -6 | 31 | -12 |
| CHOP UPR activ | 1.2 | 0.3 | -1.1 | -1.2 | -2.0 | -0.9 | 3.2 | 12 | -0.5 | 1.6 | 2.0 |
| 697 NFkB inh | -17 | 16 | -7 | 9 | -1 | 10 | 20 | -3 | 3 | -5 | 8 |
| Mdm2 MdmX PPI | -10 | 3 | -4 | -6 | -1 | -2 | -5 | 11 | 27 | 28 | 5 |
| XBP1 UPR activ | 4 | 1 | -2 | -1 | 0 | 2 | -2 | -5 | -4 | 2 | -2 |

Entries of single compounds, looked up by structure:
`CC(=O)NNC(=O)CCn1nnc(-c2ccc(Cl)cc2)n1` as listed: TIM10 inh: -17; Jurkat NFkB inh: 4; tim23-1 inh: -3; tim10-1 inh: 2; CHOP UPR activ: -2.0; 697 NFkB inh: -1; Mdm2 MdmX PPI: -1; XBP1 UPR activ: 0
`O=c1c2ccccc2ncn1CCCSc1ccc(Cl)cc1` as listed: TIM10 inh: 4; Jurkat NFkB inh: 5; tim23-1 inh: 19; tim10-1 inh: 8; CHOP UPR activ: 0.3; 697 NFkB inh: 16; Mdm2 MdmX PPI: 3; XBP1 UPR activ: 1
